IL1B secr inh = blocks inflammasome-driven IL-1 beta release. THP-1 LPS/ATP IL-1B secretion, AlphaLISA, 16 h; hits give low values. 4.7% of 360,000 active. activity change, % at 57.5 µM; in the data active means activity change below about -50%; inconclusive means mostly about -30% to -49%; further: on the % scale 0 is the no-effect control and ±100 the full control effect
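THP-1 cells pretreated 1 hr with compounds (up to 57.5 uM final), then stimulated with LPS (250 ng/mL final) plus ATP (1.25 mM final); secreted IL-1B measured by AlphaLISA after 16 hr, decreased signal indicating inhibition.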
TGFb inhibitor = inhibitors of TGF-b signaling; HepG2 CAGA-GFP TGF-b/SMAD3 reporter, GFP fluorescence, 18 h; TGF-beta stimulated, 500 pg/mL final; Potency, µM (doses to about 46.1 µM), inactives show top-dose activity, negative = inhibition, usual class: inhibitors; 1.2% of 410,000 active; AID 588855; further: potency means the concentration at half of the fitted maximal effect; on the % scale 0 is the no-effect control and ±100 the full control effect; nearly all actives have a fitted effect of over 65% in size
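First, reporter cells (HEPG2 CAGA-GFP) rested 2 h at 37 degrees C. Next, compounds were pinned in and TGF-beta added to 500 pg/mL final. After 18 h, GFP was imaged per cell and summed per well.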
MCF10A rereplic = DNA re-replication induction in MCF 10a cells. MCF 10A DNA re-replication, Hoechst nuclear intensity, 48 h. AID 624296. Potency, µM (series often up to 46.1 µM), without a hit: at the highest dose activity, positive = re-replication, usual class: activators. 2.9% of 350,000 active; further: potency means the concentration at half of the fitted maximal effect; % of control where 0% means no effect; nearly all actives have a fitted effect of over 50% in size
Nrf2 activator = Nrf2 pathway activation; 0.31% of 410,000 active; Potency, µM (highest dose often 46.1 µM), for inactives: at the top dose activation, usual class: activators; AREc32 ARE-luciferase reporter (MCF7-derived line), luminescence, 24 h; further: potency means the concentration at half of the fitted maximal effect; % of control where 0% means no effect; nearly all actives have a fitted effect of over 65% in size
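Nrf2 activation is followed as ARE-luciferase induction in the AREc32 line after one day of compound treatment; luminescence is read with Steady-Glo.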
A549 viability = kills or reduces viability of A549 cells in Nrf2 counter-screen | 0.16% of 390,000 active | A549 ARE-Fluc cells, CellTiter-Fluor viability, 18-24 h | Potency, µM (top dose mostly 46 µM), inactives show at the top dose activity change, negative = cytotoxicity, hits mostly inhibitors; further: potency means the concentration at half of the fitted maximal effect; on the % scale 0 is the no-effect control and ±100 the full control effect
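Cytotoxicity counterscreen: CellTiter-Fluor fluorescence was measured in A549 ARE_Fluc cells after 18-24 h of compound exposure in a concentration series. The subsequent BugLite luminescent read reports ARE-luciferase activity.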
Nrf2 block = Nrf2 pathway inhibition | A549 ARE-Fluc reporter, luciferase luminescence, 18-24 h | Potency, µM (doses to about 46 µM), inactives show top-dose activity change, negative = inhibition, actives largely listed as inhibitors | 2.1% of 360,000 active | AID 504444; further: potency means the concentration at half of the fitted maximal effect; on the % scale 0 is the no-effect control and ±100 the full control effect; nearly all actives have a fitted effect of over 60% in size
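Two sequential reads on A549 ARE_Fluc cells exposed to compound for 18-24 h: a CellTiter-Fluor fluorescence read for viability, then a luciferase luminescence read for Nrf2/ARE activity.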
ATXN viability = viability counter-screen for ATXN expression inhibitors; 0.49% of 400,000 active; AID 651635; Potency, µM (highest dose often 56.7 µM), most hits filed as cytotoxic; S2 cells (HEK-293 line with an ATXN2-luciferase reporter) viability, CellTiter-Fluor protease fluorescence, 24 h; further: potency means the concentration at half of the fitted maximal effect; nearly all actives have a fitted effect of over 40% in size
HepG2 tox = HepG2 cytotoxicity, counter-screen for TGF-b inhibitors | HepG2 CAGA-GFP viability, ATP luminescence, 18 h | Potency, µM (doses to about 46.1 µM), for the others: top-dose activity change, negative = cytotoxicity, hits mostly cytotoxic | 0.76% of 410,000 active; further: potency means the concentration at half of the fitted maximal effect; some results filed as inactive show a strong effect at the top dose
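CellTiter-Glo luminescence gave cytotoxicity after 18 hours at 37 degrees C. The cells were HepG2 CAGA-GFP in 1% FBS DMEM, stimulated with 500 pg/mL TGF-beta after compound addition. %Activity was normalised to no-cell wells (complete cell-killing) and DMSO (no toxicity), and curves were fitted and classified.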
ATXN2 expr inh = ATXN2 expression inhibition. AID 1745845. HEK-293 ATXN2-luciferase reporter, luminescence, 24 h. Potency, µM (doses to about 57 µM), without a hit: at the highest dose activity change, negative = inhibition, usual class: inhibitors. 0.72% of 360,000 active; further: potency means the concentration at half of the fitted maximal effect; on the % scale 0 is the no-effect control and ±100 the full control effect; nearly all actives have a fitted effect of over 55% in size
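ATXN2-luciferase reporter cells (luciferase flanked by upstream and downstream ATXN2 gene portions) were treated 24 h at 37 °C with compounds at up to 57 uM. SteadyGlo luminescence gave expression; GF-AFC fluorescence gave viability.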
* marks the source's active call; other numbers are inactive results; i = inactive; ? = inconclusive; · = no result given; [ ] = another dose, or the depositor's remark. Unless noted, the call rests on the fitted dose curve; in most records, active means well fitted curve in the direction sought with a large enough effect; inconclusive means small, poorly fitted or top-dose-only effect, or another doubt; inactive means no such curve, though single readings can be large; an effect the other way counts as inactive or inconclusive.

no.	Structure	IL1B secr inh	TGFb inhibitor	MCF10A rereplic	Nrf2 activator	A549 viability
1	COc1ccc(CC(=O)OCC(=O)N2CCN(S(=O)(=O)c3ccc(C)cc3C)CC2)cc1OC	27	-18%	-1%	0.2%	0%
2	CCn1cc(C(=O)OCC(=O)c2cc(C)n(-c3ccc(OC(F)F)cc3)c2C)c(=O)c2ccc(C)nc21	-11	0%	13µM*	-0.3%	-2%
3	COC(=O)c1cc(=O)nc(NN=Cc2ccco2)s1	0	3%	·	?	·
4	Cn1c(=O)c2cc(NC(=S)NC3CC3)ccc2n1Cc1ccc(F)cc1	-13	2%	·	0.0%	·
5	O=C1NC[C@@H](CCCCN2CCN(CCc3ccccc3)C(=O)C2=O)N(CC2CCCCC2)C1=O	48	·	·	-0.3%	·
6	O=C(NC1CCCC1)C(c1ccncc1)N(C(=O)Cc1cccs1)c1ccccc1 (stereo not given)	3	-6%	6%	-0.5%	-4%
7	C=CCN(C(=O)CNC(=O)c1ccco1)C(C(=O)NC1CCCCC1)c1ccccc1F (stereo not given)	18	?	3%	-0.1%	0%
8	CCOc1ccc2c(c1)c(=O)c(C(=O)c1ccc(CC)cc1)cn2CC(=O)Nc1ccccc1C	·	-12%	·	0.0%	1%
9	CCOc1cc(C2Nc3ccccc3C(=O)N2c2ccccc2)c(Br)cc1OCC(=O)O (stereo not given)	-1	-6%	-10%	0.2%	7%
10	COc1ccc(CCNC(=O)c2ccc3c(c2)ncn3-c2ccc(C)cc2C)cc1OC	·	?	·	-1.5%	4%
11	CCC(ONc1ccccc1C(F)(F)F)(C(=O)NN(C)C)c1ccccc1 (stereo not given)	-1	17%	-6%	23%	13%
12	O=C(Nc1ccn(Cc2c(F)c(F)cc(F)c2F)n1)c1cccc(Cn2cc([N+](=O)[O-])cn2)c1	-8	22%	-8%	0.4%	4%
13	CC1CCN(S(=O)(=O)c2ccc(C(=O)Nc3nc4ccc(F)cc4s3)cc2)CC1	·	3%	·	0.2%	-7%
14	CCN(CC)CCN(C)Cc1ccc(Br)cc1	-5	3%	5%	0.2%	12%
15	Cc1ccc(S(=O)(=O)CC(=O)Nc2sc3c(c2C(N)=O)CCCC3)cc1	·	0%	·	0.0%	-4%

no.	Nrf2 block	ATXN viability	HepG2 tox	ATXN2 expr inh
1	1%	i	5%	-4%
2	?	i	-3%	-12%
3	·	?	26%	12%
4	·	i	-5%	3%
5	·	i	·	-10%
6	4%	i	-2%	16%[11.3 µM]
7	22%	i	4%	2%
8	-6%	i	-16%	4%
9	-9%	i	14%	9%
10	·	?	-38%	?
11	5%	i	9%	-20%
12	·	i	-1%	-26%
13	·	i	-7%	2%
14	9%	i	11%	-4%
15	·	·	-7%	·

The list continues.
no.	Structure	IL1B secr inh	TGFb inhibitor	MCF10A rereplic	Nrf2 activator	A549 viability
16	CS(=O)(=O)c1ccccc1-c1nnc(-c2ccc(Cl)cc2)o1	0	3%	-5%	1.9%	3%
17	Cc1ccc(CNC(=O)CN(c2cc(C)cc(C)c2)S(=O)(=O)c2c(C)[nH]c(=O)[nH]c2=O)cc1	·	-19%	·	0.5%	3%
18	O=C(NN=C1CCN(Cc2ccccc2)CC1)c1ccccc1	0	-1%	3%	4.8%	-2%
19	O=C(Nc1ccc2c(c1)C(=O)OC2)c1ccccc1Cl	-15	-7%	-20%	0.8%	1%
20	Cc1nc(N2CCOCC2)sc1C=O	26	2%	-10%	-0.7%	-1%
21	Cc1ccc(S(=O)(=O)CCC(=O)OCC(=O)N2CCc3ccccc32)cc1	i	-11%	5%	-0.3%	9%
22	COC(=O)c1cnn(-c2ccccc2)c1/C=N/NC(=S)Nc1ccc(Cl)cc1	11	21%	0%	-1.4%	-7%
23	COCCn1c(SCC(=O)c2c[nH]c3ccccc23)nc2cc(C(=O)NCC(C)C)ccc2c1=O	·	-22%	·	-0.2%	1%
24	COc1ccc(/C=N/OCC(=O)N(Cc2ccccc2)c2ccccc2C(=O)O)cc1	32	3%	10%	1.1%	4%
25	CCc1nnc(NC(=O)c2ccc(COc3ccccc3Cl)o2)s1	9	14%	-5%	-0.4%	0%
26	N#Cc1c(N2CCSCC2)nsc1-c1ccccc1Cl	-25	0%	?	2.0%	-8%
27	COCc1cc(C)nc(N2CCN(Cc3ccccc3)CC2)c1C#N	20	-2%	-2%	-0.7%	-1%
28	CN1CCN(S(=O)(=O)c2cccc(C(=O)NCCC3=CCCCC3)c2)CC1	6	-4%	?	-2.3%	2%
29	O=C1CCCN1CCC1CCN(C2CC(=O)N(c3ccc(F)cc3)C2=O)CC1 (stereo not given)	20	0%	-3%	-0.5%	-8%
30	Fc1ccc(C(Nc2ccc(Cl)c(C(F)(F)F)c2)c2nnc(-c3ccccc3)o2)cc1 (stereo not given)	·	10µM*	·	7.0%	3%

no.	Nrf2 block	ATXN viability	HepG2 tox	ATXN2 expr inh
16	24%	i	0%	11%
17	11%	i	0%	3%
18	4%	i	-7%	-28%
19	11%	i	2%	5%
20	-1%	i	-2%	19%
21	3%	i	-38%	2%
22	-9%	?	3%	-21%
23	-3%	i	-13%	16%
24	-2%	i	10%	-4%
25	-24%	i	4%	0%
26	1%	i	-12%	41%[activator]
27	·	i	-9%	-17%
28	-23%	i	3%	-2%
29	4%	i	-10%	-2%
30	-29%	i	-30%	-17%

The list continues.
no.	Structure	IL1B secr inh	TGFb inhibitor	MCF10A rereplic	Nrf2 activator	A549 viability
31	COc1ccc2cc(C(=O)N(C)Cc3ccccc3)[nH]c2c1	0	0%	0%	1.1%	2%
32	Cc1nn(CCC#N)c(N)c1C1(O)C(=O)Nc2c(Cl)cc(Cl)cc21 (stereo not given)	134	-2%	?	7.6%	0%
33	COCCN(C(=O)C(=O)NC1CCCC1)C(C(=O)NC1CCCC1)c1ccccc1F (stereo not given)	6	-2%	-9%	0.0%	-14%
34	Cc1nnc(SCC(=O)N(CCC#N)c2ccc3c(c2)OCCO3)s1	-8	4%	-8%	0.0%	0%
35	O=C1C2C3C=CC(C4CC34)C2C(=O)N1c1cc(Cl)ccn1 (stereo not given)	13	20%	0%	0.2%	-9%
36	CCOC(=O)c1cc(NC(=O)c2ccco2)ccc1N1CCOCC1	16	-8%	6%	-0.1%	3%
37	O=C(c1cccc(S(=O)(=O)N2CCCc3ccccc32)c1)N1CCN(c2ccccc2)CC1	?	?	?	3.3%	-3%
38	COC(=O)c1ccc(S(=O)(=O)c2ccc(Cl)cc2)c(N)c1	-6	-3%	?	0.0%	-5%
39	CCc1ccc(-n2c(SCC(=O)Nc3cc(C)[nH]n3)nc3[nH]ncc3c2=O)cc1	-7	-10%	1%	0.3%	-7%
40	C=CC[C@H]1C(C(=O)OCC)=CC[C@@H](c2ccccc2)N1S(=O)(=O)c1ccc(C)cc1	40	?	·	5.1%	·
41	CC(=O)c1sc(Nc2ccccc2)nc1C	29	-30%	·	?	·
42	Cc1ccc(CCNS(=O)(=O)c2cc(Br)cnc2N)cc1	15	-28%	28%	-0.5%	2%
43	CC1(C)CCCC(C)(C)N1CC(O)COCCOc1ccc(Br)cc1 (stereo not given)	0	-1%	-2%	0.0%	-6%
44	CC(=O)Nc1ccc(NC(=O)CSc2ccc(-c3ccco3)nn2)cc1	30	-9%	6%	19%	-19%
45	Cc1cc2c3c([nH]c2cc1S(=O)(=O)NCc1ccc(CN2CCCCCC2)o1)CCCC3=O	21	1%	3%	-0.4%	-2%

no.	Nrf2 block	ATXN viability	HepG2 tox	ATXN2 expr inh
31	?	i	16%	16%
32	-13%	i	7%	-8%
33	6%	i	15%	·
34	-15%	i	-3%	5%
35	-5%	?	13%	-12%
36	?	i	-46%	-4%
37	?	i	-22%	?
38	-28%	i	-1%	3%
39	-15%	?	-23%	-8%
40	·	?	-25%	-16%
41	·	i	-5%	54%[activator]
42	7%	i	-23%	-16%
43	-4%	i	-11%	-15%
44	?	i	-18%	-5%
45	3%	?	-7%	-17%

An excerpt of these results, with values under each structure.
Each structure is followed by: IL1B secr inh, TGFb inhibitor, MCF10A rereplic, Nrf2 activator, A549 viability, Nrf2 block, ATXN viability, HepG2 tox, ATXN2 expr inh
37) O=C(c1cccc(S(=O)(=O)N2CCCc3ccccc32)c1)N1CCN(c2ccccc2)CC1
    ?, ?, ?, 3.3%, -3%, ?, i, -22%, ?
38) COC(=O)c1ccc(S(=O)(=O)c2ccc(Cl)cc2)c(N)c1
    -6, -3%, ?, 0.0%, -5%, -28%, i, -1%, 3%
39) CCc1ccc(-n2c(SCC(=O)Nc3cc(C)[nH]n3)nc3[nH]ncc3c2=O)cc1
    -7, -10%, 1%, 0.3%, -7%, -15%, ?, -23%, -8%
40) C=CC[C@H]1C(C(=O)OCC)=CC[C@@H](c2ccccc2)N1S(=O)(=O)c1ccc(C)cc1
    40, ?, ·, 5.1%, ·, ·, ?, -25%, -16%
41) CC(=O)c1sc(Nc2ccccc2)nc1C
    29, -30%, ·, ?, ·, ·, i, -5%, 54%[activator]
42) Cc1ccc(CCNS(=O)(=O)c2cc(Br)cnc2N)cc1
    15, -28%, 28%, -0.5%, 2%, 7%, i, -23%, -16%
43) CC1(C)CCCC(C)(C)N1CC(O)COCCOc1ccc(Br)cc1 (stereo not given)
    0, -1%, -2%, 0.0%, -6%, -4%, i, -11%, -15%
44) CC(=O)Nc1ccc(NC(=O)CSc2ccc(-c3ccco3)nn2)cc1
    30, -9%, 6%, 19%, -19%, ?, i, -18%, -5%
45) Cc1cc2c3c([nH]c2cc1S(=O)(=O)NCc1ccc(CN2CCCCCC2)o1)CCCC3=O
    21, 1%, 3%, -0.4%, -2%, 3%, ?, -7%, -17%
